Screens from PubChem.
3T3 cytotox: NIH 3T3 cell cytotoxicity. NIH 3T3 viability, CellTiter-Glo ATP luminescence, 48-72 h. 94,000 tested, 4.3% active. Potency, µM (doses to about 96.7 µM), without a hit: top-dose activity change, negative = cytotoxicity, actives largely listed as inhibitors; also: potency is read from the fitted curve at half-maximal effect; nearly all actives have a fitted effect of over 55% in size
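Viability of NIH 3T3 cells after 48 or 72 hr compound treatment at 37 °C was assessed by CellTiter-Glo, with luminescence imaged following a 10 min room-temperature step.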
SNCA viab count: reduces viability of HEK-293 SNCA reporter cells | 150,000 tested, 0.12% active | Potency, µM (highest dose often 57.1 µM), for the others: at the highest dose activity change, negative = cytotoxicity, hits mostly cytotoxic | HEK-293-SNCA-luc viability, GF-AFC fluorescence, 24 h | AID 1671193;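 also: potency is read from the fitted curve at half-maximal effect; 0% = DMSO-treated cells and -100% = medium-only wells without cells; nearly all actives have a fitted effect of over 30% in size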
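Cytotoxicity counterscreen: after 24 h compound treatment of genome-edited SNCA-luciferase HEK-293 cells, live-cell protease substrate GF-AFC read by fluorescence after 30 min; activity scaled between DMSO (0%) and medium-only (-100%), curves Hill-fitted.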
SNCA expr inh: reduces expression of the alpha-synuclein gene. HEK-293 SNCA-luciferase knock-in, luminescence, 24 h. Potency, µM (series often up to 57.2 µM), without a hit: at the highest dose activity change, negative = inhibition, usual class: inhibitors. 140,000 tested, 0.17% active. AID 1671194;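 also: potency is read from the fitted curve at half-maximal effect; plate controls were DMSO cells for no effect and cell-free wells for full effect; nearly all actives have a fitted effect of over 45% in size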
Luciferase inh: inhibitors of firefly (Photinus pyralis) luciferase. purified P. pyralis luciferase, luminescence, biochemical. Potency, µM (top dose mostly 115 µM), for inactives: at the highest dose activity change, negative = inhibition, most hits filed as inhibitors. 76,000 tested, 2.5% active. AID 1347043; also: potency is read from the fitted curve at half-maximal effect; nearly all actives have a fitted effect of over 65% in size
Target sequence (P08659 whole entry, looked up): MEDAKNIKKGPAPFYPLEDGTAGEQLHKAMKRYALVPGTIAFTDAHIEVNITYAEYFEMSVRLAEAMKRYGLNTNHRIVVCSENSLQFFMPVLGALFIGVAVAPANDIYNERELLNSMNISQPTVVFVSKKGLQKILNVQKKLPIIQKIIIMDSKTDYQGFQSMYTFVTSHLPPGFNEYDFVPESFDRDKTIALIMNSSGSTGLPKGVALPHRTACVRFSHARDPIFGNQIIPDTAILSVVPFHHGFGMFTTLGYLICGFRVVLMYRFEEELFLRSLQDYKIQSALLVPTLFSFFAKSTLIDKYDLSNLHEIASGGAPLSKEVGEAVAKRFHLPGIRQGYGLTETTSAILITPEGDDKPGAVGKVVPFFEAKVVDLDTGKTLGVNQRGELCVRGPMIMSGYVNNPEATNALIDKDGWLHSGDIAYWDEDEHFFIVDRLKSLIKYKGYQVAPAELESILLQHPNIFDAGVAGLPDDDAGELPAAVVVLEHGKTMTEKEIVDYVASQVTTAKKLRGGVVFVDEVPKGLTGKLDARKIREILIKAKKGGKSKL
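Purified 10nM P. pyralis luciferase with 10uM D-luciferin and 10uM ATP in 50mM Tris acetate pH 7.5, 10mM Mg acetate, 0.01% Tween-20, 0.05% BSA. qHTS titration; luminescence read by CCD imager.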
HEK cytotox: HEK 293 cell cytotoxicity | HEK 293 viability, ATP luminescence (CellTiter-Glo), 48-72 h | Potency, µM (top dose mostly 115 µM), for the others: at the top dose activity change, negative = cytotoxicity, hits mostly inhibitors | 94,000 tested, 6.6% active | AID 1345083; also: potency is read from the fitted curve at half-maximal effect; nearly all actives have a fitted effect of over 60% in size
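Viability of HEK 293 cells, plated at 250 cells/well, was judged by cellular ATP after compound treatment for 48 or 72 hr. Luminescence was imaged 10 min after CellTiter-Glo addition at room temperature.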
IP6K1 inhibitor: IP6K1 kinase inhibition. activity change, % (series mostly up to about 58 µM). Q92551. 140,000 tested, 0.81% active. IP6K1 kinase, ADP-Glo luminescence, 2 h; hits give low values; in the data active = activity change below about -25%
Target sequence (Q92551 whole entry, looked up): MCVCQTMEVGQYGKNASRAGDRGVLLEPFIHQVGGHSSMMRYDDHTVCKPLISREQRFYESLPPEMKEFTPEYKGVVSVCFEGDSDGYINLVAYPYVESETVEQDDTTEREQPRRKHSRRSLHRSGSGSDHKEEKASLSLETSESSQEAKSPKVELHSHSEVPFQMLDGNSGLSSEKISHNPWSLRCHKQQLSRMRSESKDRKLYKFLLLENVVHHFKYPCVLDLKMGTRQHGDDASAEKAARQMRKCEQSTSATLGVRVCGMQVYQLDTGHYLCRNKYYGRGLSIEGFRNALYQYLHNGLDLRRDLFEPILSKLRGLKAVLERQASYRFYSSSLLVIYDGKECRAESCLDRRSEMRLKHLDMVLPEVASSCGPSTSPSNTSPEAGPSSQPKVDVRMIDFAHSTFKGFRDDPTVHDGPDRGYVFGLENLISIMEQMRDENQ
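ADP-Glo luminescence measures ADP made by human IP6K1 during a 2 h RT reaction with ATP/IP6 (mix at 1.3 mM/130 uM); top library doses 57.5 and 19.1 uM final.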
GPT2 inhibitor: GPT2 alanine aminotransferase inhibition; Q8TD30; Recombinant GPT2, coupled pyruvate oxidase/HRP Amplex Red fluorescence; Potency, µM (top dose mostly 57.7 µM), inactives show at the highest dose activity change, negative = inhibition, hits mostly inhibitors; 100,000 tested, 0.25% active; also: potency is read from the fitted curve at half-maximal effect; nearly all actives have a fitted effect of over 60% in size; many of its hits are not listed in these tables
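Inhibition is scored from Amplex Red fluorescence generated when pyruvate oxidase and HRP act on pyruvate released by GPT2. Reactions contain 10ng/uL enzyme, 250uM a-KG and 2mM L-alanine and run 30 min at room temperature.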
Starred values were filed as active, the others as inactive; i = inactive; ? = inconclusive; · = not tested or not shown; & = joins results of further samples; [ ] = remark or other dose. Unless noted, calls follow the shape of the dose curve; as a rule, active = well fitted curve in the direction sought with a large enough effect; inconclusive = small, poorly fitted or top-dose-only effect, or another doubt; inactive = no such curve, though single readings can be large; an effect the other way counts as inactive or inconclusive. Unless noted, % is scaled to controls: 0 for no effect and ±100 for the full control effect.

Below each compound – 3T3 cytotox	SNCA viab count	SNCA expr inh	Luciferase inh	HEK cytotox	IP6K1 inhibitor	GPT2 inhibitor
O=C(CNC(=O)c1cccc(-c2ccc(C(F)(F)F)cc2)c1)NCc1ccc(F)cc1
 : ?	11%[12.5 µM]	?	·	?	-5	i
Cc1ccc(NC(=O)CN2C(=O)NC3(CCC(C)CC3)C2=O)cc1F (configuration not stated)
 : ?	-12%	-14%	0%	?	-21	-1%
COc1cccc(CNC(=O)C2CN(Cc3ccccc3)C(=O)N2)c1 (configuration not stated)
 : -24%[138 µM]	7%[87.6 µM]	-8%[87.6 µM]	5%[172 µM]	-6%[172 µM]	-9	2%[88.5 µM]
COc1cccc(CSc2nc3n(n2)C(c2cccnc2)C(C(=O)Nc2ccccc2C)=C(C)N3)c1 (configuration not stated)
 : ·	-3%	-2%	·	·	4	·
c1ccc(-c2nnc([C@H]3CCN(Cc4ccco4)C3)o2)cc1
 : -8%[174 µM]	-4%[87.6 µM]	91%[activator][87.6 µM]	50µM*	?	9	i
CC(C)n1c(C=C[C@H](O)C[C@H](O)CC(=O)O)c(-c2ccc(F)cc2)c2ccccc21
 : ·	-9%	14%	·	·	·	i
O=C1CCN(C(=O)c2ccsc2)CCCC(C(=O)N2CCN(c3ccccn3)CC2)CCN1 (configuration not stated)
 : i	-2%	7%	-5%	i	1	i
Cc1ccc([S+](=O)([O-])N2CCN(C(=O)c3nc4cccnc4n(C4CCCC4)c3=O)CC2)cc1
 : ?	0%	15%	·	40µM*	28	-4%
COc1ccc(-c2noc(COc3ccc(Br)cc3C)n2)cc1OC
 : ·	11%	20%	·	·	-10	·
CCC(C)NC(=O)c1ccc(-c2ccc(OC)nn2)cc1 (configuration not stated)
 : -18%[138 µM]	·	·	·	?	11	·
CC(C)c1noc(-c2cn(C3CCN(C(=O)c4ccc(C(C)(C)C)cc4)C3)nn2)n1 (configuration not stated)
 : ?	5%	-7%	-1%	?	0	i
O=C(Nc1ccc(C(F)(F)F)cc1)c1cc(S(=O)(=O)NC2CCCCCC2)ccc1F
 : ·	?	?	·	·	-2	·
CCc1ccc(NCc2cccn2-c2nnc(N3CCCCCC3)s2)cc1
 : ·	-8%	218%[activator]	·	·	-15	·
Cc1ccc(NC(=O)N2CC(c3nnc(-c4ccncc4)o3)C3(CCOCC3)C2)cc1C (configuration not stated)
 : -24%	?	-26%	-8%	4%	18	i
CN1CCCN(C(=O)C2CCOC2)c2ccccc21 (configuration not stated)
 : -9%	-4%	-7%	-7%	-7%	1	4%
Cc1cnccc1N1CCCN(C(=O)C2CCOc3ccccc3C2)CC1 (configuration not stated)
 : -31%	-24%	8%	0%	-23%	-9	?
Cc1cccn2c(=O)cc(CSc3nnc(NC(=O)COc4ccccc4)s3)nc12
 : ·	13%	-5%	·	·	1	·
O=C(C1CCN(Cc2ccccc2-c2cccnc2)CC1)N1CCOCC1
 : ?	-7%[12.5 µM]	-3%	·	-5%	7	i
Cc1cccc(CC(=O)N2C[C@@H](COc3ccccc3)[C@H](C(N)=O)C2)c1
 : ?	-10%	-3%	-13%	-18%	9	-31%
Cn1nccc1C(=O)N1CCc2ccc(NC(=O)C3(c4ccccc4)CC3)cc2C1
 : -21%	0%	4%	12%	?	17	i[11.5 µM]
CCCCn1c(CN2CCN(c3ccc(OC)cc3)CC2)nc2c1c(=O)[nH]c(=O)n2C
 : ·	-5%	5%	·	·	1	·
COc1ccc(CC(=O)NC2CCN(c3cc(-c4ccc(F)cc4)[nH]n3)C2)cc1OC (configuration not stated)
 : ?	1%	5%	-11%	?	0	?
COc1ccc(N2CC(C(=O)N(C)CCc3noc(C)n3)CC2=O)cc1Cl (configuration not stated)
 : -18%	4%	9%	-5%	-1%	-1	-45%
CCc1[nH]nc(C(=O)N2CCC3(CC2)C(=O)NCCN3C)c1C
 : -8%	-5%	3%	-1%	-4%	-15	1%
CS(=O)(=O)NCCc1ccc(CC2CCN(C(=O)CC3CCCC3)CC2)cc1
 : 40µM*	-4%	-30%	·	?	12	i
CCc1nc2c(c(-c3ccc(OC)cc3)n1)CCN([S+](=O)([O-])c1ccc(N(C)C)cc1)CC2
 : -10%	0%	?	·	-27%	5	i
CN(C)CCN1CC[C@H]2CN(S(=O)(=O)c3ccccc3)CC[C@H]2CC1=O
 : ?	3%[87.6 µM]	3%[87.6 µM]	-16%[172 µM]	?	8	3%[88.5 µM]
COc1cc(=O)n2c(c1C(=O)Nc1ccc(Br)cc1)CCCC2
 : 0%	8%	-11%	0%	-3%	5	i
COc1ccc(Cl)cc1NC(=O)[C@@H]1COCC(=O)N1Cc1ccc(OC)c(OC)c1
 : 1%	7%	-20%	1%	?	-1	i
COCCNC(=O)c1nc(-c2ccccc2OC)c2cnccn12
 : ?	21%[87.6 µM]	12%[87.6 µM]	-11%[172 µM]	?	0	i

Next part, overlapping the part above by 2 compounds.
Below each compound – 3T3 cytotox	SNCA viab count	SNCA expr inh	Luciferase inh	HEK cytotox	IP6K1 inhibitor	GPT2 inhibitor
COc1ccc(Cl)cc1NC(=O)[C@@H]1COCC(=O)N1Cc1ccc(OC)c(OC)c1
 : 1%	7%	-20%	1%	?	-1	i
COCCNC(=O)c1nc(-c2ccccc2OC)c2cnccn12
 : ?	21%[87.6 µM]	12%[87.6 µM]	-11%[172 µM]	?	0	i
CC(C)C(=O)OC[C@H]1O[C@H](O[C@H]2O[C@H](CO)[C@@H](O)[C@H](O)[C@H]2O)[C@H](O)[C@@H](O)[C@@H]1O
 : ·	7%[23.9 µM]	·	·	·	9	i
O=C(c1ccncc1)N1CCC(C2CCN(Cc3cccc(F)c3F)CC2)C1 (configuration not stated)
 : ?	-6%	7%	2%	?	14	i
CC(C)N(C)C(=O)Cn1ncc(N(C)CCc2ccccc2)cc1=O
 : -16%	-1%	-6%	0%	-3%	11	1%
Cc1ccc2c(c1)N(C(=O)N1CCC(C(=O)NCCC3=CCCCC3)CC1)CC(C)O2 (configuration not stated)
 : ·	4%	-5%	·	·	-39*	·
COc1cc2ccccc2cc1C(=O)N1CCN(c2nc3c(F)cc(F)cc3s2)CC1
 : ·	-3%	?	·	·	14	·
CCCNC(=O)N1CCOC[C@H](Oc2ccc(C(F)(F)F)cn2)C1
 : ?	-2%[87.6 µM]	35%[activator][87.6 µM]	-26%[172 µM]	-29%[172 µM]	5	-10%[88.5 µM]
COc1ccc(Cl)cc1C(=O)N1CCC(Cc2nc(-c3cnccn3)no2)CC1
 : ?	-4%	33%[activator]	-15%	-14%	-24	4%
COc1cc(=O)n2c(c1C(=O)Nc1cc(C)ccc1F)CCCC2
 : -16%	3%	-1%	0%	-12%	-11	i
CCOCCn1ccc2c(OCC(=O)NCc3ccc(F)cc3)cccc2c1=O
 : ·	-4%	11%	·	·	21	·
Cn1nnnc1C1CCCN(C(=O)CC2CCCC2)C1 (configuration not stated)
 : -7%	2%	-6%	0%	i	-8	i
CCN(C(=O)c1cc(-c2ccccc2C(F)(F)F)nc2c1cnn2C)c1ccccc1
 : ?	·	·	·	25µM*	2	·
COc1cc(C(=O)NC(c2ccc(Cl)cc2)c2cc(Cl)c3cccnc3c2O)cc(OC)c1OC (configuration not stated)
 : ·	0%	28%	·	·	-5	·
O=C(Nc1ccc(F)cc1)c1cccc(N2CCCS2(=O)=O)c1
 : ·	10%	45%[activator]	·	·	-4	·
CCOc1ccc(C(=O)NC2CCN(c3ccc(C)c(C)c3)C2=O)cc1 (configuration not stated)
 : ?	-6%	16%	-11%	?	-5	i
Cc1cccc(NC(=O)N2CCC(n3c(C)nc4cccnc43)CC2)c1
 : ·	1%	114%[activator]	·	·	44	·
CN(C)c1nc(CN2CC(C)(Cc3ccc4c(c3)OCO4)CCC2=O)cs1 (configuration not stated)
 : -21%	-10%	72%[activator]	?	?	21	i[11.5 µM]
CN(Cc1ccccc1)C(=O)C[C@@H]1CCNC[C@@H]1Cc1cc(CSc2ccccc2)on1
 : ?	-8%	-1%	11%	?	5	-4%
Cc1ccc(CCNc2nc3ccccc3c3nc(-c4cccnc4)nn23)cc1
 : ·	-5%	-2%	·	·	34	·
CN(CC1(C)CCOCC1)C(=O)c1ccnn1C
 : i	7%	0%	4%	0%	0	i
O=C(NC1CCCCC1)N1CCC2(CC1)CC(N1CCN(c3ccccn3)CC1)CCO2 (configuration not stated)
 : -14%	3%	-3%	1%	-18%	-5	?
COc1cccc(NC(=O)Cn2c(=O)n(-c3ccc(C)cc3)c(=O)c3ccccc32)c1
 : ·	?	-22%	·	·	-6	·
CC(=O)Nc1ccc(S(=O)(=O)NCCc2csc3nc(-c4cccc(C)c4)nn23)cc1
 : ·	-27%	-2%	·	·	-3	·
CCc1cccc(CC)c1NC(=O)Cc1csc(C)n1
 : ·	-14%	-8%	·	·	7	·
O=C1CC(c2ccccc2)N(C(=O)CNC(=O)c2[nH]nc3c2CCc2ccccc2-3)CCCCCCN1 (configuration not stated)
 : -42%	-2%	-3%	-8%	?	1	i
CCCCNC(=O)c1ccc2c(c1)NC(=O)C(C(C)C)N2 (configuration not stated)
 : ·	8%	7%	·	·	-19	·
CC(=O)Nc1ccc(CN2CCC3(CC2)CNc2ccccc2[S+](=O)([O-])N3)cc1
 : -8%	-4%	?	-6%	-7%	2	i
Cn1cccc1CN1CCn2c(nnc2-c2cccnc2)C1
 : 4%&-8%[138 µM]	-17%&0%[87.6 µM]	-14%&-15%[87.6 µM]	-3%&-3%[172 µM]	3%[172 µM]	3&6	?
CC(=O)N1CCCc2cc(S(=O)(=O)Nc3ccc(OC(F)(F)F)cc3)ccc21
 : ·	4%	-12%	·	·	-11	·
COc1ccc(-c2cc(N3CCCC(NC(=O)c4ccoc4)C3)n[nH]2)cc1 (configuration not stated)
 : -18%	-28%	11%	22µM*	?	6	-20%
O=C(c1cccnc1OC1CCN(Cc2ccccn2)C1)N1CCCCC1 (configuration not stated)
 : i	6%	-7%	-8%	-2%	28	3%

Whole records from above. Screens in order: 3T3 cytotox, SNCA viab count, SNCA expr inh, Luciferase inh, HEK cytotox, IP6K1 inhibitor, GPT2 inhibitor
Shown for COc1cccc(NC(=O)Cn2c(=O)n(-c3ccc(C)cc3)c(=O)c3ccccc32)c1 = ·, ?, -22%, ·, ·, -6, ·
Shown for O=C(NC1CCCCC1)N1CCC2(CC1)CC(N1CCN(c3ccccn3)CC1)CCO2 (configuration not stated) = -14%, 3%, -3%, 1%, -18%, -5, ?
